FH mod: Identification of activators of human fumarate hydratase by quantitative high-throughput screening | Fumarate hydratase, mitochondrial (Homo sapiens), P07954 | FH coupled MDH/diaphorase resazurin fluorescence, 15 min | Potency, µM (highest dose often 79.9 µM), for the others: at the top dose activity change, negative = inhibition, actives largely listed as inhibitors | 54,000 compounds, 0.22% hits | AID 1347055, 2019; also: potency is read from the fitted curve at half-maximal effect; % is scaled to controls: 0 for no effect and ±100 for the full control effect; the screen sought activators but most active calls are inhibition curves; nearly all actives have a fitted effect of over 45% in size
GALK inh: GALK (human) enzyme inhibition; P51570; AID 1347072; 44,000 tested, under 10 active; recombinant GALK, Kinase-Glo ATP luminescence, 1 h; Potency, µM (series often up to 57.5 µM), for inactives: at the highest dose activity, negative = inhibition, hits mostly inhibitors;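 also: plate controls were full GALK reaction for no effect and reaction lacking GALK for full effect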
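Human GALK (5 nM) was incubated with 35 uM ATP and 100 uM galactose in 20 mM HEPES pH 8.0 with MgCl2, NaCl, DTT and BSA for 1 h at room temperature. Remaining ATP was measured by Kinase-Glo Plus luminescence.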
TSG101-PTAP inh: TSG101-PTAP interaction inhibition, HIV-1 budding; Fluorescence polarization, FITC-PTAP peptide/Tsg101, 20 min; Potency, µM (highest dose often 115 µM), inactives show top-dose activity change, negative = inhibition, most hits filed as inhibitors; 44,000 tested, under 10 active; also: potency is read from the fitted curve at half-maximal effect; 0% is about no effect
Target sequence (Q99816 whole entry, looked up): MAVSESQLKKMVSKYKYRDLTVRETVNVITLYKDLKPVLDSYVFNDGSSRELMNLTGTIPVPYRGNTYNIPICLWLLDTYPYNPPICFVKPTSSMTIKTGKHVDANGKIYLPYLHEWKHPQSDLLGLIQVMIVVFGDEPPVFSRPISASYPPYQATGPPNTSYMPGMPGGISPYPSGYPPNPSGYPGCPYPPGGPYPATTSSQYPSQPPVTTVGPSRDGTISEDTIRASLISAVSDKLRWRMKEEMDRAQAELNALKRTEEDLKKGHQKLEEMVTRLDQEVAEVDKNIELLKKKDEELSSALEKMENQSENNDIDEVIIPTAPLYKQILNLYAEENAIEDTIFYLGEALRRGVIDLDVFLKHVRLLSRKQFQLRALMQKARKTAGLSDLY
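qHTS FP binding, 20 min r.t.: 10 uM Tsg101 domain + 50 nM FITC-PTAP peptide, pH 7.5 HEPES buffer with TCEP and EDTA.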
p53null 32C tox: kills p53 null cells at the permissive temperature; Potency, µM (titrated, usually from 46.1 µM), for the others: top-dose activity change, negative = cytotoxicity, hits mostly cytotoxic; 55,000 compounds, 0.62% hits; AID 903; H1299-neo p53 null cells, ATP luminescence, 24 h, 32C;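 also: potency is read from the fitted curve at half-maximal effect; 0% = DMSO only and -100% = full killing by 100 µM tamoxifen; nearly all actives have a fitted effect of over 55% in size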
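Overnight 37C seeding (600 cells/well) of H1299-neo preceded a 24 hr, 32C exposure to compounds up to 46 uM. ATP levels, read by luminescence after 20 min at RT, indicated surviving cells.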
NTMT1 inh: blocks human N-terminal methyltransferase 1 activity | Q9BV86 | NTMT1 MTase-Glo SAH luminescence, purified enzyme | AID 1645870 | 59,000 compounds, 2.5% hits | Potency, µM (series often up to 114 µM), inactives show top-dose activity change, negative = inhibition, actives largely listed as inhibitors;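 also: potency is read from the fitted curve at half-maximal effect; plate controls were DMSO vehicle for no effect and no enzyme for full effect; nearly all actives have a fitted effect of over 65% in size; many of its hits are not listed in these tables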
Target sequence (Q9BV86 whole entry, looked up): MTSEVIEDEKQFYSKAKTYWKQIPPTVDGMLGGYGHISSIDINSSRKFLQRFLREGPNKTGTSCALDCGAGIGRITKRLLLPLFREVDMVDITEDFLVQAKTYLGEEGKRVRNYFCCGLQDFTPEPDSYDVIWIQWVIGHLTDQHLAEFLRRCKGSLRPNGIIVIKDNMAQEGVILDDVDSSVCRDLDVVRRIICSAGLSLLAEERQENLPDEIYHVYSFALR
B2AR arrestin ag: agonists recruiting beta-arrestin to human beta2-adrenergic receptor | P07550 | HTLA Tango cells, beta-arrestin recruitment, luciferase luminescence, 18 h | Potency, µM (doses to about 46.1 µM), for inactives: at the top dose activation, hits mostly activators | 44,000 tested, under 10 active | AID 1347077;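 also: potency is read from the fitted curve at half-maximal effect; 0% = DMSO and full agonism = EC100 isoproterenol or metaproterenol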
Target sequence (P07550 whole entry, looked up): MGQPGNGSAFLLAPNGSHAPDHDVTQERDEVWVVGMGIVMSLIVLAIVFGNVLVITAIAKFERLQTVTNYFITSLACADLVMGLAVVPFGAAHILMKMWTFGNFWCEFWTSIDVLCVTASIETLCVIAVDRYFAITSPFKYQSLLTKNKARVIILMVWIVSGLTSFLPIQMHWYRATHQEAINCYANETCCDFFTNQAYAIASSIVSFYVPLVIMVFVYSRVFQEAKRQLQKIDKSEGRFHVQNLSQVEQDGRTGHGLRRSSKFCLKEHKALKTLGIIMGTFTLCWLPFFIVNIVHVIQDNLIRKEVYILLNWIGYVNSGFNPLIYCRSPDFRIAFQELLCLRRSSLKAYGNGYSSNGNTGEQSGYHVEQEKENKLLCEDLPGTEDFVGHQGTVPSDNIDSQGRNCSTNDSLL
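Luminescence read-out: arrestin recruitment to recombinant beta2-AR releases tTA, inducing luciferase. Cells exposed 18 hr at 37 degrees C to up to 46 microM compound; %Activity from corrected signal, concentration-response curves classified by r2, magnitude and efficacy.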
p53null 39C tox: kills p53 null cells at the nonpermissive temperature; H1299 p53-null (neo) cells, 39C, ATPlite viability, 24 h; Potency, µM (highest dose often 46.1 µM), for the others: at the top dose activity, negative = cell killing, hits mostly cytotoxic; 55,000 compounds, 0.97% hits; AID 904;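 also: potency is read from the fitted curve at half-maximal effect; 0% = DMSO only and -100% = full killing by 100 µM tamoxifen; nearly all actives have a fitted effect of over 50% in size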
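Following overnight plating at 37C (600 cells/well), H1299-neo or H1299-p53A138V cells are dosed up to 46 uM. Incubation lasts 24 hr at 39C before ATP detection.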
* marks the source's active call; other numbers are inactive results; ? = inconclusive; [ ] = dose if it differs, or a comment. Calls follow the shape of the dose curve; as a rule, active = well fitted curve in the direction sought with a large enough effect; inconclusive = small, poorly fitted or top-dose-only effect, or another doubt; inactive = no such curve, though single readings can be large; an effect the other way counts as inactive or inconclusive. The list is partial; rates above refer to the full screens.

Sample of the layout, two compounds:
Results follow in this order: p53null 32C tox	p53null 39C tox	GALK inh	FH mod	NTMT1 inh	TSG101-PTAP inh	B2AR arrestin ag
Cc1ccc(-n2nc3c(=O)n(CCCC(=O)NC(C)c4ccccc4)nc(C)c3c2C)cc1 (stereo unspecified)
  12%	8%	-3%	-7%	3%	-2%	-1%
O=c1c2cnn(-c3ccc(F)cc3)c2ncn1Cc1ccccc1Cl
  -1%	-4%	5%	-1%	12%	0%	-3%

This part in full, from the first entry:
Results follow in this order: p53null 32C tox	p53null 39C tox	GALK inh	FH mod	NTMT1 inh	TSG101-PTAP inh	B2AR arrestin ag
Cc1ccc(-n2nc3c(=O)n(CCCC(=O)NC(C)c4ccccc4)nc(C)c3c2C)cc1 (stereo unspecified)
  12%	8%	-3%	-7%	3%	-2%	-1%
O=c1c2cnn(-c3ccc(F)cc3)c2ncn1Cc1ccccc1Cl
  -1%	-4%	5%	-1%	12%	0%	-3%
CCOC(=O)c1sc(NC(=O)C(C)Oc2ccc(OC)cc2)c(C(=O)OCC)c1C (stereo unspecified)
  3%	5%	1%	-11%	-12%	1%	0%
CCCSCCCNC(=O)C1CCN(C(=O)c2cc3sccc3n2C)CC1
  6%	-14%	0%	-2%	-28%	-1%	1%
Cc1cc2oc(C(=O)Nc3cccc(-c4nc5ccccc5o4)c3)c(C)c2cc1C
  -3%	-1%	0%	-1%	5%	1%	-4%
Cc1ccc(-c2nc3cc(NC(=O)Cc4ccc(Cl)cc4)ccc3o2)cc1
  -3%	21%	0%	5%	-24%	-6%	0%
CC(C)c1ccc(NC(=O)CN2C(=O)COc3ccc(S(=O)(=O)N4CCOCC4)cc32)cc1
  -10%	-28%	4%	-10%	14%	0%	0%
COc1cccc(CNC(=O)c2ccc3c(c2)c(C)c(C)n3Cc2ccccc2)c1
  16%	-2%	-1%	-14%	-7%	-1%	-1%
CCOc1ccc(CCNC(=O)c2c(C)oc3ncn(CC(C)C)c(=O)c23)cc1OCC
  6%	-4%	1%	-10%	-5%	-9%	-1%
CCN(CC)CCNC(=O)C1CCN(c2cc(C)nc3c(-c4ccc(Cl)cc4)c(C)nn23)CC1
  2%	-22%	1%	-1%	-9%	-4%	1%
Cc1ccc(-c2nc3cccnc3s2)cc1NC(=O)C(C)C
  -4%	8%	-2%	-5%	5%	1%	-1%
COC(=O)c1ccc(NC(=O)CSc2nc3ccc(OC)cc3[nH]2)cc1
  -5%	1%	0%	-13%	9%	1%	0%
COc1ccccc1CNc1ccc(-c2nc(-c3ccccn3)no2)cc1[N+](=O)[O-]
  -5%	0%	0%	-7%	?	-1%	-3%
O=C(NCc1cccs1)c1nn(-c2ccccc2F)nc1CO
  -7%	-11%	-3%	-5%	15%	0%	-1%
COc1cccc2c1cc1c(=O)n(CC(=O)N3CCN(c4ccc(F)cc4)CC3)nc(C)n12
  -2%	-7%	-3%	-6%	2%	-8%	0%
Cc1ccc(C)c(Nc2ncnc3onc(C)c23)c1
  -4%	-1%	1%	-16%	-5%	-4%	0%
COc1ccc(C2NC(=O)NC(C)=C2C(=O)Nc2ccccc2)cc1OC (stereo unspecified)
  6%	-9%	-5%	-2%	-5%	0%	0%
Cc1ccc(NC(=O)NCc2c(-n3cccc3)sc3c2CCCC3)c(Cl)c1
  -1%	18%	1%	-8%	-3%	-4%	-3%
COc1ccc(C2C(C(=O)Nc3ccccc3)=C(C)Nc3nc(-c4ccccc4)nn32)c(OC)c1 (stereo unspecified)
  4%	13%	-2%	-29%	-8%	-6%	-2%
COC(=O)c1ccccc1NS(=O)(=O)c1ccc2c(c1)CCCN2C(C)=O
  7%	-4%	-2%	-2%	-1%	-9%	0%
Cc1c(C(=O)NC(C)c2ccccc2)sc2nc3n(c(=O)c12)CCCC3 (stereo unspecified)
  5%	-20%	2%	3%	?	-5%	0%
CCc1ccc(-c2nc(SCC(=O)NCC3CCCO3)c(-c3ccc(C)cc3)[nH]2)cc1 (stereo unspecified)
  6%	-9%	3%	3%	8%	0%	-2%
COc1ccc(NC(=O)c2cnc(N3CCOCC3)c3ccccc23)cc1OC
  -9%	14%	4%	-19%	1%	-2%	0%
Cc1cccc(S(=O)(=O)c2cn(C)c3cc(N4CCC(C)CC4)c(F)cc3c2=O)c1
  -9%	1%	-2%	-6%	3%	-1%	1%
Cc1ccc(-n2ncc3c(Nc4ccc5c(c4)OCCO5)ncnc32)cc1C
  -11%	18%	4%	-27%	-8%	-5%	0%
CC1=C(C(=O)Nc2ccc(C)cc2C)C(c2cccs2)n2nc(SCc3cccc(C)c3)nc2N1 (stereo unspecified)
  -10%	-28%	2%	2%	13%	4%	1%
CC(=O)c1cc(-c2ccc(F)cc2)n(CCC(=O)NCc2ccc(C)cc2)c1C
  11%	10%	0%	-1%	-8%	2%	2%
O=C(NCCOCCO)C(=O)Nc1c2c(nn1-c1ccc(F)cc1)CSC2
  0%	15%	-1%	-9%	?	1%	-1%
COc1ccccc1N(CC(=O)NCCSCc1ccc(Cl)cc1)S(C)(=O)=O
  1%	11%	-1%	-12%	-16%	-2%	3%
COc1ccc(Cn2ccc3nc(C)c(C(=O)Nc4cccc(SC)c4)cc3c2=O)cc1
  8%	-5%	-2%	-18%	2%	-5%	-1%
CCc1ccc(-c2nc(CN3CCCC(C(=O)N4CCN(c5cc(Cl)ccc5C)CC4)C3)c(C)o2)cc1 (stereo unspecified)
  -4%	?	-12%	-24%	2%	1%	1%
CCOC(=O)C1=C(CN2CCN(c3ccc(OC)cc3)CC2)NC(=O)NC1c1ccc(Cl)cc1 (stereo unspecified)
  49%[activator]	34%[activator]	0%	-21%	-8%	2%	-2%
CCCCN(Cc1cccs1)S(=O)(=O)c1cc(-c2cc(C)no2)ccc1C
  -7%	13%	-1%	-17%	11%	2%	-1%
CCOc1cc(Cn2c(-c3ccc(O)c(OCC)c3)nc3ccccc32)ccc1O
  -11%	10%	4%	-22%	-12%	12%	?
CC(=O)c1ccc(N2CCN(C3C(=O)c4ccccc4N3C(C)=O)CC2)cc1 (stereo unspecified)
  -8%	-3%	-2%	1%	8%	-3%	0%
Nc1ncc(S(=O)(=O)NCc2ccc(Cl)cc2)cn1
  -4%	1%	2%	17%	14%	0%	0%
CCc1nnc2c3ccccc3nc(Nc3ccccc3OC)n12
  -5%	-18%	1%	-2%	14%	-1%	0%
O=C(c1ccc2c(c1)N(Cc1ccccc1)C(=O)c1ccccc1S2(=O)=O)N1CCC(Cc2ccccc2)CC1
  -2%	-22%	9%	-12%	8%	-1%	-2%
Cc1ccc(NC(=O)C(=O)NCC(c2cccnc2)N2CCN(c3ccccc3F)CC2)cc1Cl (stereo unspecified)
  -3%	1%	3%	-2%	?	0%	2%
Cc1ccc(NC(=O)c2oc3c(c2C)-c2[nH]ncc2CC3)c(Cl)c1
  2%	1%	4%	-37%	?	-5%	-2%
Cc1cc(C)cc(NS(=O)(=O)c2ccc(-c3cc(C)no3)s2)c1
  -10%	?	0%	-10%	16%	-1%	-1%
CSc1nnc2n(-c3cccc(C)c3)c(=O)c3c4c(sc3n12)CCCC4
  3%	32%[activator]	1%	-26%	-17%	-8%	0%
COc1cc(NC(=O)CSC2=Nc3ccccc3N=C(c3ccc(F)cc3)C2)cc(OC)c1
  -2%	-32%	-2%	?	-15%	-2%	0%
Cn1ccc2c(OCC(=O)Nc3ccc([N+](=O)[O-])cc3)cccc2c1=O
  -13%	?	3%	-2%	0%	0%	-4%
Cc1ccc2nc(-c3cccnc3)c(Nc3ccc(C(C)C)cc3)n2c1
  4%	-11%	-7%	-9%	-3%	-1%	-2%
COc1ccc(OC(=O)c2cc(-c3ccc4c(c3)OCCO4)on2)cc1
  13µM*	?	-7%	-8%	0%	-3%	-5%
O=C(c1ccc2c(c1)N(Cc1ccccc1F)C(=O)c1ccccc1S2(=O)=O)N1CCC(Cc2ccccc2)CC1
  -5%	-9%	-1%	-9%	11%	-4%	-2%
COc1ccccc1C(=O)NC1(C(F)(F)F)NC(=O)N(CCc2ccccc2)C1=O (stereo unspecified)
  0%	-9%	4%	-9%	20%	-6%	0%
FC(F)(F)c1ccc2c(c1)ncc1c(-c3ccccc3)nn(-c3ccccc3)c12
  -4%	-4%	3%	-8%	?	-1%	-1%
CCc1cccc(NC(=O)CSc2ncccc2C(=O)Oc2ccccc2Cl)c1
  23%	6%	-2%	-8%	10%	1%	?

(cont.)
Results follow in this order: p53null 32C tox	p53null 39C tox	GALK inh	FH mod	NTMT1 inh	TSG101-PTAP inh	B2AR arrestin ag
COc1cccc2c1ncc1c(-c3ccc(C)cc3)nn(-c3ccc(F)cc3)c12
  -1%	-9%	-2%	2%	-7%	-1%	0%
CCOC(=O)c1c(C)[nH]c(C)c1S(=O)(=O)N1CCCC(C(=O)NCc2ccc(Cl)cc2)C1 (stereo unspecified)
  -2%	2%	3%	-1%	15%	-1%	-1%
CC(=O)c1ccc(NS(=O)(=O)c2ccc3[nH]c(=O)[nH]c3c2)cc1
  -12%	-10%	1%	-1%	4%	-8%	0%
CCOc1ccc(NC(=O)CC2C(=O)N(c3cccc(C)c3)C(=O)N2CCC2=CCCCC2)cc1 (stereo unspecified)
  8%	-3%	6%	?	-23%	-1%	-1%
CCOC(=O)c1c(C)[nH]c(C)c1S(=O)(=O)N(C)CC(=O)Nc1ccc(CC)cc1
  -4%	-18%	1%	-30%	5%	-6%	0%
CC(=O)c1cccc(NC(=O)CSc2nc(=O)n(Cc3ccco3)c3c2CCC3)c1
  3%	-24%	1%	-1%	-11%	-3%	-2%
COc1ccc(NC(=O)c2ccc3c(=O)n4nc(Nc5cccc(Cl)c5C)sc4nc3c2)cc1
  16%	-2%	1%	8%	0%	0%	0%
COc1ccccc1-c1nc(SCC(=O)Nc2ccc(C)c(C)c2)n[nH]1
  -12%	-21%	0%	?	-9%	3%	-1%
Cc1cc(C)cc(NC(=O)CSc2nc(=O)[nH]c3c2CCC3)c1
  -10%	?	-2%	-27%	4%	3%	-2%
CC(C)c1ccc(Nc2sc(C(=O)c3ccccc3)c(N)c2S(=O)(=O)c2ccccc2)cc1
  3%	17%	4%	10%	1%	3%	-3%
CC(=O)c1cccc(NC(=O)c2ccc3c(c2)CCN3S(=O)(=O)c2ccccc2)c1
  12%	-12%	-14%	-23%	3%	2%	0%
CCOc1cccc(C2c3c(oc4ccc(F)cc4c3=O)C(=O)N2CCc2ccc(OC)cc2)c1 (stereo unspecified)
  -6%	-12%	?	-6%	-2%	-2%	1%
CCc1sc(Nc2ccc(Cl)cc2)nc1-c1cc2cccc(OC)c2oc1=O
  2%	7%	-1%	-15%	24%	-9%	?

Screening data: PubChem, National Center for Advancing Translational Sciences (NCATS)
